INS-1E GSIS act: GLuc luminescence reporter in INS-1E cells, primary screen for activators of glucose-dependent secretion of insulin; activation, % at 16.6 µM; AID 743287; actives 0.61% (n = 370,000); INS-1E GLuc reporter insulin secretion, 2-3 h;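 active = lowest replicate activation of at least 40%, so every replicate reaches that level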;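 also: 0% = median of neutral control wells and 100% = median of IBMX positive control wells; some compounds called inactive have numbers as strong as hits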
PAX8 inh HTS: PAX8 transcriptional activity inhibition. RMG-I TPO-luciferase reporter, SteadyGlo, 24 h. inhibition, % at 12.6 µM. actives 1.2% (n = 360,000). AID 652154;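 active = mean replicate inhibition at least 60% with every replicate also reaching 60%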;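 also: luciferase light reporting Pax8 driven TPO promoter activity; plate controls were median of neutral control wells for no effect and mitoxantrone controls for full effect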
PGC1a acetyl inh: PGC1a acetylation modulation, inhibitor mode. AID 651687. U2OS PGC1a acetylation, AlphaScreen anti-acetyl-lysine; with virally co-expressed GCN5 acetyltransferase. actives 0.17% (n = 350,000). inhibition, % at 15.6 µM;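 active = every replicate shows inhibition of at least 40%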;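 also: 0% = neutral control wells and 100% = positive control wells; some results beyond the cut were filed as inactive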
LGR2 inh: inhibitors of bursicon-induced Drosophila LGR2 receptor cAMP signaling; actives 0.35% (n = 380,000); inhibition, % at 9.99 µM; HEK293 LGR2, CRE-luciferase, bursicon-stimulated, 4 h;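 active = drop in luminescence signal, shown as inhibition above about 50% in the replicate tests, limit read from the data, passing the limit was not always enough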;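 also: agonist challenge used bursicon conditioned medium at about half maximal strength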
An asterisk follows results filed as active; nt = no result given. Not all compounds are listed (hit frequency here may not be typical).

1. Cc1cc2c(nc1C)CCCN2Cc1ccccn1
2. COC(=O)c1cc2c(c3c4cc(OC)ccc4n(C(=O)c4ccccc4)c13)C(=O)N(Cc1ccco1)C2
3. O=C(N[C@@H](Cc1cccnc1)C(=O)N1CCC[C@H]1C(=O)NCc1ccccc1)c1ccc(Cl)cc1Cl
4. O=C(NC1CCCCC1)c1nc(-c2c(F)cccc2F)oc1-c1ccccc1
5. COC(=O)[C@]12CCCCC=C1N(Cc1ccc3c(c1)OCO3)C(=O)[C@H](CC(=O)N1CCOCC1)C2
6. CC(C)(C)C1CCSC2=NCCC[C@]2(c2ccccc2)C1 (some centres not stated)
7. C[C@H](CO)N1C[C@H](C)[C@@H](CN(C)S(=O)(=O)c2ccc(F)cc2)Oc2c(NS(C)(=O)=O)cccc2C1=O
8. O=c1cnnc(SCc2ccc([N+](=O)[O-])cc2)[nH]1
Screen / compound no.	1	2	3	4	5	6	7	8
INS-1E GSIS act	nt	nt	nt	nt	nt	nt	11.2	-8.7
PAX8 inh HTS	-2.8	57.9	-5.0	-5.4	-9.2	-27.5	nt	-1.1
PGC1a acetyl inh	nt	nt	nt	nt	nt	nt	-0.4	nt
LGR2 inh	6.5	-4.4	16.3	-19.4	-8.5	1.8	nt	nt

Entries of single compounds, quoted from the list.
Results for `CC(C)(C)C1CCSC2=NCCC[C@]2(c2ccccc2)C1` (some centres not stated) = INS-1E GSIS act: nt; PAX8 inh HTS: -27.5; PGC1a acetyl inh: nt; LGR2 inh: 1.8
Results for `Cc1cc2c(nc1C)CCCN2Cc1ccccn1` = INS-1E GSIS act: nt; PAX8 inh HTS: -2.8; PGC1a acetyl inh: nt; LGR2 inh: 6.5

(more compounds)
9. CCc1ccc(/C=C2\SC(=S)N(CCC(=O)NC3=NCCS3)C2=O)cc1
10. CC(C(=O)N=Nc1c(O)n(C)c2ccc(Br)cc12)n1cnc2ccccc2c1=O (configuration not stated)
11. CCN1/C(=C2\C(=O)N(C)C(=S)N2C)C=Cc2ccccc21
12. CCC(C)NC(=O)C(Sc1ccccc1)c1ccccc1 (configuration not stated)
13. C/C(=N\NC(=O)C1CC1)c1ccc(NC(=O)c2ccc(Br)o2)cc1
14. CCOc1ncccc1C(=O)Nc1cccc(Cl)c1Cl
15. O=C(NCCCn1ccnc1)c1ccc(Cl)cc1[N+](=O)[O-]
16. Oc1c(C=Nc2cccc3cccnc23)sc2ccccc12
Screen / compound no.	9	10	11	12	13	14	15	16
INS-1E GSIS act	7.0	-2.0	19.6	0.7	14.2	6.5	-0.4	-13.7
PAX8 inh HTS	12.7	-5.9	11.5	9.3	-51.2	1.2	-10.7	-11.7
PGC1a acetyl inh	nt	nt	nt	nt	nt	nt	nt	nt
LGR2 inh	nt	nt	nt	nt	nt	nt	nt	nt

17. COC(=O)Cn1c(=NC(=O)c2nc3ccccc3s2)sc2cc(S(C)(=O)=O)ccc21
18. CSc1nsc(/C=C/Nc2ccc(C(=O)O)cc2)c1C#N
19. COC(=O)c1ccc(/C=N/NC(=O)CCSc2nc3ccccc3s2)cc1
20. CC(C)(C)C(=O)N1N=C(c2ccc(NS(C)(=O)=O)cc2)CC1c1cccs1 (configuration not stated)
21. COc1cc(-c2nnn(CC(=O)NCc3ccccc3)n2)cc(OC)c1OC
22. CN(C)S(=O)(=O)Oc1ccsc1C(=O)Nc1ccc(Br)cc1
23. COc1ccccc1NS(=O)(=O)c1cc(NC(=O)c2sc3cc(Cl)ccc3c2Cl)ccc1C
24. Clc1ccc(-c2cccs2)nn1
Screen / compound no.	17	18	19	20	21	22	23	24
INS-1E GSIS act	2.5	-23.3	6.0	-2.1	-0.7	1.9	-1.8	6.0
PAX8 inh HTS	-5.1	5.8	7.9	11.1	10.4	-3.8	0.9	-13.1
PGC1a acetyl inh	nt	nt	nt	nt	nt	nt	nt	nt
LGR2 inh	nt	nt	nt	nt	nt	nt	nt	nt

An excerpt of these results, with each value named:
1: Cc1cc2c(nc1C)CCCN2Cc1ccccn1
- INS-1E GSIS act: nt
- PAX8 inh HTS: -2.8
- PGC1a acetyl inh: nt
- LGR2 inh: 6.5
2: COC(=O)c1cc2c(c3c4cc(OC)ccc4n(C(=O)c4ccccc4)c13)C(=O)N(Cc1ccco1)C2
- INS-1E GSIS act: nt
- PAX8 inh HTS: 57.9
- PGC1a acetyl inh: nt
- LGR2 inh: -4.4

The list continues:
25. CC1CCN(C(=O)c2ccc3c(Cl)c4c(nc3c2)CCCC4)CC1
26. O=C(O)c1cc(N=Nc2c(O)ccc3ccccc23)cc(C(=O)O)c1
27. O=C(c1ccccc1)c1cccs1
28. CCS(=O)(=O)Nc1cccc(-c2ccc3nnc(C)n3n2)c1
29. COC(=O)c1ccc(N=Cc2c(C(F)(F)F)[nH][nH]c2=O)cc1
30. Cc1ccsc1/C=C1/NC(=O)N(Cc2ccc(F)cc2)C1=O
31. N/C(=N\OC(=O)c1cccc(Cl)c1)c1ccncc1
32. O=C(NNC(=O)c1ccccc1C(=O)O)c1ccc(-c2ccccc2)cc1
Screen / compound no.	25	26	27	28	29	30	31	32
INS-1E GSIS act	-6.0	0.3	7.9	2.5	-4.9	2.9	-1.0	5.7
PAX8 inh HTS	3.4	-13.8	-12.1	4.5	0.2	6.0	-95.3	-3.2
PGC1a acetyl inh	nt	nt	nt	nt	nt	nt	nt	nt
LGR2 inh	nt	nt	nt	nt	nt	nt	nt	nt

33. O=C(/C=C/c1ccccc1Cl)Nc1ccc(Cl)cn1
34. Fc1ccc(NC(=S)NCCc2ccccn2)cc1
35. Cc1cc(N=NC(=O)c2ccccc2)ccc1O
36. O=C(Nc1ccccc1)n1cc(-c2ccccn2)c(N2CCOCC2)n1
37. CS(=O)(=O)N1CCN=C1SCc1ccc([N+](=O)[O-])cc1
38. COc1ccc(/C=C/C(=O)OCCCN(C)C)cc1
39. COc1ccc(N(CC(=O)N/N=C(\C)c2cccs2)S(=O)(=O)c2ccccc2)cc1Cl
40. Cc1cccc(N2CCN(C(=O)CCN3C(=O)C4C5C=CC(C5)C4C3=O)CC2C)c1 (configuration not stated)
Screen / compound no.	33	34	35	36	37	38	39	40
INS-1E GSIS act	-3.5	0.5	9.9	-2.7	0.2	-10.4	15.8	-5.9
PAX8 inh HTS	-62.7	-15.9	-2.9	6.9	-10.9	1.8	19.5	6.6
PGC1a acetyl inh	nt	nt	nt	nt	nt	nt	nt	nt
LGR2 inh	nt	nt	nt	nt	nt	nt	nt	nt

41. O=C(CNC(=O)c1ccccc1)OCc1nc2ccccc2s1
42. CC(Nn1cnnc1)c1cc(Cl)ccc1O (configuration not stated)
43. COCCNC(=O)c1ccccc1NS(=O)(=O)c1ccc(C)c([N+](=O)[O-])c1
44. N#Cc1ccc(Cn2ccnc2C(=O)Nc2ccccc2)cc1
45. CN1CCN(C(=S)Nc2ccc(Cl)cc2)CC1
46. O=C(CN1C(=O)C2C3C=CC(C4CC34)C2C1=O)Nc1cnc2ccccc2c1 (configuration not stated)
47. N#CCN1CCC(c2cc(-c3ccco3)n[nH]2)CC1
48. CCCCc1nc(NCCNC(=O)c2ccco2)c(C#N)c2c1CSC(C)(C)C2
Screen / compound no.	41	42	43	44	45	46	47	48
INS-1E GSIS act	-10.8	-4.6	4.8	-7.0	-6.8	3.9	6.0	-2.4
PAX8 inh HTS	-37.8	-2.8	11.4	-39.1	8.4	-40.4	-2.9	16.5
PGC1a acetyl inh	nt	nt	nt	nt	nt	nt	nt	nt
LGR2 inh	nt	nt	nt	nt	nt	nt	nt	nt

49. COc1ccc(C(=O)Nc2ccc(C(F)(F)F)n(C)c2=O)cc1
50. O=C(O)CCC(=O)N1CCCC1
51. O=C(CCc1nnc(CCCc2ccccc2)o1)NCCN1CCOC1=O
52. Cc1ccc(S(=O)(=O)N2CCOC2CNC(=O)C(=O)NCCc2c[nH]c3ccccc23)cc1 (configuration not stated)
53. CCCCOc1ccc(-c2[nH]ncc2C=O)cc1
54. Cc1c(/C=N\NC(=O)c2c[nH]c3ccccc23)cnn1C
55. O=C(Oc1ccc2c3c(c(=O)oc2c1)CCCC3)c1cccs1
56. Cc1cccn2c(=O)c(C=NCCO)c(Nc3ccc(Cl)cc3)nc12
Screen / compound no.	49	50	51	52	53	54	55	56
INS-1E GSIS act	4.5	17.8	2.3	-5.5	0.2	4.8	-1.0	13.5
PAX8 inh HTS	-58.1	3.5	10.3	18.3	-182.1	-7.3	13.9	7.2
PGC1a acetyl inh	nt	nt	nt	nt	nt	nt	nt	nt
LGR2 inh	nt	nt	nt	nt	nt	nt	nt	nt

57. CCC(Br)C(=O)Nc1ccc(OC)cc1 (configuration not stated)
58. CC(c1ccccc1C(O)(c1ccccc1)c1ccccc1)N(C)C (configuration not stated)
59. Cc1ccc(S(=O)(=O)N/N=C/c2cc([N+](=O)[O-])ccc2O)cc1[N+](=O)[O-]
60. CCN(CC)S(=O)(=O)c1cccc(C(=O)c2c(C)cc3ccccn23)c1
61. Cc1ccccc1CC1(CO)CCCN(Cc2ccc(C#CC(C)(C)O)cc2)C1 (configuration not stated)
62. COc1ccc(Nc2nc(N)nc(CSc3nccn3C)n2)cc1
63. O=C(O)c1ccc(/C=N/NC(=O)C2CC2(c2ccccc2)c2ccccc2)cc1 (configuration not stated)
64. Clc1ccc(CN(Cc2ccc(Cl)cc2)c2nn[nH]n2)cc1
Screen / compound no.	57	58	59	60	61	62	63	64
INS-1E GSIS act	-7.0	9.9	0.4	-3.0	-0.4	5.0	-7.2	3.0
PAX8 inh HTS	-12.5	18.1	-19.0	-16.7	3.7	-99.3	3.8	-17.4
PGC1a acetyl inh	nt	nt	nt	nt	nt	nt	nt	nt
LGR2 inh	nt	nt	nt	nt	nt	nt	nt	nt

65. COc1cc(SC)ccc1C(=O)Nc1ccc(C)cc1
66. CCC1CSC(Nc2ccc(C(=O)/C=C/c3cccc(C)c3)cc2)=N1 (configuration not stated)
67. COc1ccc(N2CC(O)=C(c3nc(-c4ccc(F)cc4)cs3)C2=N)cc1OC
68. COc1ccc(/C=N\NC(=O)c2cccc([N+](=O)[O-])c2)cc1Cn1cc([N+](=O)[O-])cn1
69. O=C(NCC(c1ccc(F)cc1)N1CCOCC1)c1cc(F)c(F)c(F)c1F (configuration not stated)
70. O=c1[nH][nH]cc1C=Nc1ccc(Oc2ccccc2)cc1
71. NC(=O)C1CCN(C(=O)CSc2ccsc2[N+](=O)[O-])CC1
72. Cc1ccc(Sc2ccc(CO)cc2[N+](=O)[O-])cc1
Screen / compound no.	65	66	67	68	69	70	71	72
INS-1E GSIS act	7.9	-19.8	0.0	-0.5	0.2	-4.7	6.4	16.5
PAX8 inh HTS	-87.7	-24.0	3.3	7.0	10.9	-7.3	5.3	8.7
PGC1a acetyl inh	nt	nt	nt	nt	nt	nt	nt	nt
LGR2 inh	nt	nt	nt	nt	nt	nt	nt	nt

73. Cc1cccc(NC(=O)C(=O)N/N=C/c2ccncc2)c1
74. O=C(CC1CC1)NC[C@H]1N[C@H](CO)[C@@H]1c1ccc(-c2ccc(F)cc2)cc1
75. N#Cc1cccc(-c2ccc(C3[C@H]4CNC[C@@H]3N4Cc3cncnc3)cc2)c1 (some centres not stated)
76. O=C(CC1CC1)N1CC2(C1)[C@@H](c1ccccc1)[C@H](CO)N2C(=O)c1cccnc1
77. O=C(NCC[C@@H]1CC[C@H](NS(=O)(=O)c2ccc(F)cc2)[C@H](CO)O1)c1ccccc1F
78. CCCC(=O)Nc1ccc2c(c1)OC[C@H](C)N(C(=O)CC)C[C@H](C)[C@@H](OC)CN(C)C2=O
79. CN(C[C@@H]1N[C@H](CO)[C@@H]1c1ccc(C#CCC2CCCC2)cc1)S(C)(=O)=O
80. CC(=O)NC[C@H]1[C@@H](c2ccc(C3=CCCC3)cc2)[C@@H](CO)N1C(=O)C1CCC1
81. CN(C)C(=O)c1ccc(-c2ccccc2[C@H]2[C@H](C#N)N(C(=O)C3CC3)[C@H]2CO)cc1
82. C/C=C/c1ccc([C@H]2[C@@H](CO)N[C@@H]2CNC(=O)C2CCCCC2)cc1
83. COc1ccc2c3c([nH]c2c1)[C@@H](CO)N(C(=O)Nc1ccc(F)cc1)CC31CN(S(=O)(=O)c2cn(C)cn2)C1
Screen / compound no.	73	74	75	76	77	78	79	80	81	82	83
INS-1E GSIS act	11.6	-8.7	-1.5	4.7	6.4	20.3	-4.7	3.2	7.6	-1.8	-7.6
PAX8 inh HTS	-0.7	nt	nt	nt	nt	nt	nt	nt	nt	nt	nt
PGC1a acetyl inh	nt	nt	nt	nt	nt	nt	nt	nt	nt	nt	nt
LGR2 inh	nt	6.5	-9.6	1.1	9.5	27.7	-15.1	17.2	-10.5	-13.1	-14.6

Screening results (PubChem)
